High-throughput results as filed in PubChem BioAssay.
XiGFP reactiv: X-chromosome reactivation activator; XiGFP mouse fibroblasts, % GFP-positive cells imaging, 3 d; cells co-treated with 5-aza-dC sensitizer; scaled so ellipticine positive control = 100%; activation, % at 7.58 µM; 0.055% of 360,000 active;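 active = mean normalized replicate activation at least 10% and every replicate at or above 10%; inconclusive = only one of the two criteria met; inactive = mean below 10% and not all replicates reach 10%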;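 note: 0% = median of on-plate neutral control wells and 100% = ellipticine 6 µM median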
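Material: SV40-immortalized XiGFP fibroblast cells, line 68-5-11 | Buffer or medium: DMEM containing 5-aza-dC | Dosing: One concentration, pinned | Times: 3 d treatment, 15 min room-temperature fixation | Controls: Ellipticine 6 µM positive control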
DENV2 CPE rescue: inhibitors of DENV2 cytopathic effect. DENV2-infected cells, cytopathic effect rescue, plate reader. CPE inhibition, % at 9.99 µM. 1.7% of 350,000 active; in the data active = CPE inhibition above about 20%, passing the limit was not always enough; inconclusive = no clear call, values can overlap the other calls; tested in BHK-21 cells;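 note: 0% = median of neutral control wells and 100% = median of positive control wells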
INS-1E GSIS act: GLuc luminescence reporter in INS-1E cells, primary screen for activators of glucose-dependent secretion of insulin. INS-1E GLuc reporter insulin secretion, 2-3 h. 0.61% of 370,000 active. AID 743287. activation, % at 16.6 µM;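 active = lowest replicate activation of at least 40%, so every replicate reaches that level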;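 note: 0% = median of neutral control wells and 100% = median of IBMX positive control wells; some compounds called inactive have numbers as strong as hits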
Casp6 inh: blocks human caspase-6 cleavage activity. P55212. purified caspase-6, Z-VEID-R110 cleavage fluorescence. inhibition, % at 12.5 µM. 0.53% of 350,000 active. AID 686996;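 active = mean inhibition across replicates at least about 35%, with every replicate also reaching that limit, limit read from the data; inconclusive = only one of the two criteria met; inactive = neither criterion met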;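 note: 0% = median of neutral control wells and 100% = no fluorescence left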
Target sequence (P55212 24-179 limits assumed): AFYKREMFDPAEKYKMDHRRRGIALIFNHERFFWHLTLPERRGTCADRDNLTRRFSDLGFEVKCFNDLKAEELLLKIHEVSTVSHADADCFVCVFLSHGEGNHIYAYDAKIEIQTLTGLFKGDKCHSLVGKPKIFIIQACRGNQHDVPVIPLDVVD
Target sequence (P55212 194-293 limits assumed): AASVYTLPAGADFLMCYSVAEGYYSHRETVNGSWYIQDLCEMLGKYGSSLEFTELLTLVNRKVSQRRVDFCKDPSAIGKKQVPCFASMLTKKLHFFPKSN
E-selectin induc: induces E-selectin expression in human endothelial cells; HUVEC E-selectin immunofluorescence imaging; normalized: neutral wells 0, TNF-alpha wells 100; 0.37% of 260,000 active; activation, % at 7.58 µM; AID 686992;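 active = mean E-selectin-positive cell signal at least 10% of the positive control, reached in at least 60% of replicates, without over 20% cell loss; inconclusive = no rule given, readout overlaps actives, possibly toxicity-flagged; inactive = the rest, including those meeting only one limit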;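 note: in these data hits start at about 27%; measured in HUVEC primary endothelial cells; signal is the percent of cells scored E-selectin positive by PE staining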
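material = human umbilical vein endothelial cells (HUVEC), E-selectin induction | quantity = 3,000 cells/well | medium = EGM-2 growth medium on 0.1% gelatin-coated wells | technique = immunofluorescence imaging | read-out basis = % PE-positive cells | control set = TNF-alpha positive control, DMSO neutral control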
RAD54 inh: RAD54 (human) branch migration inhibition; 0.14% of 360,000 active; RAD54 Holliday junction branch migration, FAM/BHQ fluorescence; Q92698; inhibition, % at 10.4 µM;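 active = mean normalized replicate activity at least 40 and at least half of replicates scoring 40 or more; inconclusive = only one of the two criteria met; inactive = mean below 40 and under half of replicates reaching 40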;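 note: 0% = median of neutral control wells and 100% = median of positive control wells; inhibitors cause a drop in the FAM fluorescence signal; in these data hits start at about 50%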
CFTR F508del cor: CFTR F508del correction in bronchial cells; CFBE cells, YFP halide quenching; stimulated with forskolin plus potentiator P3; % fluorescence drop versus neutral controls; activity (quench increase), % at 7.58 µM; 0.36% of 350,000 active; AID 720511;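 active = mean added fluorescence quench of at least 8% versus neutral control, with both replicates also reaching 8%; inconclusive = only one of the mean or replicate conditions met; inactive = mean below 8% and not both replicates reaching 8%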;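 note: cells transiently co-express mutant CFTR-F508del with the halide-sensitive YFP; corrector assay measuring rescue of mutant channel to the surface after 24 h compound exposure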
RAD52 anneal inh: RAD52 (human) annealing inhibition | P43351 | recombinant RAD52 DNA annealing, FRET fluorescence | inhibition, % at 18.7 µM | 0.46% of 360,000 active | AID 651710;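 active = every replicate showing at least 50% inhibition; inconclusive = mean inhibition at least 50% but not in every replicate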
Target sequence (P43351 whole entry, looked up): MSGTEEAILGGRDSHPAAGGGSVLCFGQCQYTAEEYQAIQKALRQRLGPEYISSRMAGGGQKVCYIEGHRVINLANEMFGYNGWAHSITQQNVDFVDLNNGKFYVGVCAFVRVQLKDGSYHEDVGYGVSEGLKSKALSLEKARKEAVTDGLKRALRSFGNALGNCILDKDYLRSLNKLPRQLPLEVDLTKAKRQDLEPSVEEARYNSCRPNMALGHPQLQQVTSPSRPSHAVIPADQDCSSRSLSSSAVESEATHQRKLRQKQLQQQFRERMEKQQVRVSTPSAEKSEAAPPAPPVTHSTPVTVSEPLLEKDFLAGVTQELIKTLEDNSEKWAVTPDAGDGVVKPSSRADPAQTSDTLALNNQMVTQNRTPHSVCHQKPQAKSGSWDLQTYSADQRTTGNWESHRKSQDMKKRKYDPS
Numbers without * were called inactive; u = inconclusive; x = not tested or not shown.

SMILES	XiGFP reactiv	DENV2 CPE rescue	INS-1E GSIS act	Casp6 inh	E-selectin induc	RAD54 inh	CFTR F508del cor	RAD52 anneal inh
Cc1cccc(OC(C)C(=O)OCC(=O)Nc2sccc2C(N)=O)c1 (centres undefined)	0.0	3	-45	8	x	-3	-1.6	-26
CCOC(=O)[C@@H]1[C@H]2COc3cc(OC)ccc3[C@@H]2N2C(=O)N(c3ccc(C(F)(F)F)cc3)C(=O)[C@]12C	0.0	-4	-18	0	x	1	1.1	-7
COc1ccccc1CNC(=O)COC(=O)c1ncc(Cl)c(Cl)c1Cl	0.3	-6	-5	-1	x	8	-0.2	-12
Cc1nn(-c2ccccc2)c(=O)c2noc(C)c12	0.2	19	4	-1	x	x	-0.1	-5
COc1ccc(NC(=O)Cn2c(=O)oc3ccccc32)cc1	0.0	-2	-7	3	1.6	14	-0.2	-12
CO[C@H]1CN(C)C(=O)c2ccc(NS(=O)(=O)c3cccc(F)c3)cc2OC[C@@H](C)N(C(=O)Cc2cccnc2)C[C@@H]1C	0.3	11	7	-2	0.1	-5	0.1	-19
COCc1[nH][nH]c(=O)c1C=Nc1ccc(Oc2ccccc2)cc1	x	x	-2	1	x	3	x	-10
C=CCn1c(SCC(=O)NCCc2ccccc2)nnc1C1CC1	0.0	-4	2	-114	x	-6	-0.2	16
C[C@H]1CN([C@@H](C)CO)C(=O)c2cccc(NC(=O)C3CCOCC3)c2O[C@@H]1CN(C)CC1CC1	0.3	-6	13	-2	-0.3	-7	-1.4	3
CCOC(=O)c1nnn(-c2nonc2N)c1-c1ccc(Br)cc1	0.1	3	-1	2	7.5	x	1.4	6
CCCN1C[C@H](C)[C@H](OC)CN(C)C(=O)c2cc(NC(=O)c3ccccc3)ccc2OC[C@@H]1C	0.3	-5	7	-6	-0.3	-2	1.2	10
NC(=O)[C@@H]1CCOc2c(F)cc([N+](=O)[O-])cc2C(=O)N[C@@H](CO)C(=O)NCC(=O)N1	0.0	-11	8	1	0.0	-12	-1.0	-5
COCC(=O)N1CCCCN2[C@H](CO)[C@H](c3ccc(-c4ccc(F)cc4)cc3)[C@H]2C1	0.0	2	0	1	-0.3	11	2.0	-7
COCC#Cc1cnc2c(c1)C(=O)N([C@@H](C)CO)C[C@H](C)[C@H](CN(C)C(=O)Nc1ccccc1F)O2	-0.4	-12	3	-1	-0.1	10	0.7	-4
Cc1cc(NC(=O)CSC2=NS(=O)(=O)c3ccccc3N2)no1	0.3	5	2	0	0.2	-4	-6.5	4
CCn1cc(CN2N=C(C)CC2c2ccccc2)c(C)n1 (centres undefined)	0.3	1	0	0	x	-13	-1.7	-12
CCc1nnc(NC(=O)c2cccc(S(=O)(=O)N3CCN(C)CC3)c2)s1	0.0	0	-17	29	-0.1	-1	1.7	-8
O=c1[nH]cnc2c1nnn2C1OC(CO)C(O)C1O (centres undefined)	x	-6	8	-4	x	2	1.3	-5
C/C=C/c1ccc2c(c1)O[C@@H](CN(C)C(=O)NC1CCCCC1)[C@H](C)CN([C@@H](C)CO)S2(=O)=O	-0.2	4	-10	-1	-3.7	-3	3.9	-9
CC(C)CCOc1cccc(C2c3c(oc4ccccc4c3=O)C(=O)N2CCCN2CCOCC2)c1 (centres undefined)	0.2	3	-6	-1	x	-2	0.4	-11
CO[C@@H]1CN(C)C(=O)c2ccc(NS(=O)(=O)c3ccc(C)cc3)cc2OC[C@@H](C)NC[C@@H]1C	0.4	-8	9	-1	-0.2	-7	-1.4	-3
CC(C)C(=O)N1CCN(CCN2C(=O)c3cccc4cccc(c34)C2=O)CC1	-0.1	12	3	4	u	15	6.3	11
Cn1c(CNC(=O)c2ccccc2F)nnc1SCc1ccc(Cl)cc1	0.1	x	-14	0	x	x	0.1	3
CCOc1ccc2c(c1)nc(C)n2C	1.0	-6	1	-9	1.0	2	-2.2	-5
OC1(c2cccc(C(F)(F)F)c2)CCN(Cc2nnnn2Cc2ccccc2)CC1	0.0	-1	x	-6	-8.3	x	5.3	-7
O=C(CCNC(=O)c1ccc(Br)cc1)NNC(=O)c1ccccc1O	0.5	-5	0	2	2.0	x	1.5	-3
C[C@@H]1CN([C@@H](C)CO)C(=O)Cc2cc(NS(=O)(=O)c3cn(C)cn3)ccc2O[C@H]1CN(C)S(=O)(=O)c1ccc(F)cc1	-0.7	u	8	-1	0.0	x	-1.0	11
CC(C)NC(=O)C1(C)CCN1Cc1cccc(Cl)c1 (centres undefined)	0.0	-5	5	-2	7.6	-5	-1.4	-4
CCc1ccccc1NC(=O)CCCN1C(=O)c2cccnc2C1=O	-0.1	-2	9	-2	-0.1	-3	1.9	0
C[C@@H](O)C#Cc1ccc([C@@H]2[C@H](CO)N3CCCCN(S(=O)(=O)c4ccccc4)C[C@@H]23)cc1	0.3	-12	4	0	-0.3	16	1.5	4
CCCCn1c(N)c(N(CCOC)C(=O)c2cccc(S(=O)(=O)N(C)c3ccccc3)c2)c(=O)[nH]c1=O	0.0	-3	-7	-1	x	1	2.6	-2
CN1C(=O)c2cc(NC(=O)Cc3cccs3)ccc2OC[C@H]2O[C@@H](CC(=O)O)CC[C@@H]21	-0.1	5	6	0	-0.1	x	4.9	-2
CCC(=O)Nc1ccc(Br)cn1	0.0	5	3	0	-1.5	-6	-3.7	2
CN(C)CCCNc1nc2cc(-c3ccsc3)sc2c(=O)n1C	0.0	4	-6	-17	3.0	32	-4.3	52*
C[C@@H]1CN([C@H](C)CO)C(=O)Cc2cc(NC(=O)CCCCCC(=O)Nc3ccccc3N)ccc2O[C@H]1CN(C)CC1CCCCC1	-0.9	-11	-6	-1	-0.1	-3	-1.0	-9
COCC1CCN(Cc2cn[nH]c2-c2ccc(OC)c(F)c2)C1 (centres undefined)	-0.1	0	9	-18	2.9	-6	-1.2	0
O=C(NC1CCCCC1)C1c2ccccc2OCC(=O)N1CCc1c[nH]c2ccccc12 (centres undefined)	0.1	u	-26	0	0.9	x	2.1	-17
O=C(NC[C@@H]1[C@@H](c2ccccc2)[C@@H](CO)N1Cc1cccnc1)c1ccccn1	0.4	-6	4	-3	0.2	-3	0.7	-9
CC(OC(=O)c1cccs1)C(=O)NCCc1ccccc1 (centres undefined)	0.0	2	-9	0	0.0	-2	4.5	-4
C[C@@H]1CN([C@H](C)CO)C(=O)c2cc(NS(=O)(=O)c3ccccc3)ccc2O[C@@H](C)CCCCO[C@@H]1CN(C)Cc1ccc(C(F)(F)F)cc1	0.1	3	-16	-1	1.2	-1	-2.4	-3
COCC1=C(C(=O)OC)C(c2ccco2)n2ncnc2N1 (centres undefined)	-0.2	2	8	-2	-0.2	6	-0.5	-4
C[C@@H]1CCCCO[C@@H](CN(C)Cc2ccc(C(=O)O)cc2)[C@@H](C)CN([C@H](C)CO)C(=O)c2cc(NC(=O)Nc3ccc(C(F)(F)F)cc3)ccc2O1	0.2	6	12	0	-0.1	-2	-0.5	10
O=C1NC[C@H](CCCCN2CCN(CC3CCCCC3)C(=O)C2=O)N(Cc2ccccc2)C1=O	0.0	7	9	-2	1.6	x	3.6	-3
C[C@@H]1CN([C@H](C)CO)C(=O)c2cc(NC(=O)Nc3ccc(C(F)(F)F)cc3)ccc2O[C@@H](C)CCCCO[C@H]1CN(C)C(=O)Nc1ccc(C(F)(F)F)cc1	0.5	-9	-4	x	-0.3	-3	1.0	x
CCC(=O)N[C@H]1CC[C@H](CCNC(=O)Nc2ccc(C(F)(F)F)cc2)O[C@@H]1CO	-0.2	7	-4	0	-0.2	1	-3.9	24
CCN1[C@@H]2c3ccc(C4=CCCCC4)c(=O)n3C[C@H]1[C@H](CO)[C@H]2C(=O)NCc1ccccn1	0.2	13	7	-2	0.1	-9	-0.4	2
CCCNC(=O)N1CC2(C1)[C@H](c1ccccc1)[C@H](CO)N2C(=O)C1CCCC1	0.2	-6	-2	-1	-0.2	x	2.2	-8
CCOC(=O)C1=C[C@@H](C(C)(C)C)N(S(=O)(=O)c2ccc([N+](=O)[O-])cc2)[C@H]1c1cccc(Cl)c1	0.0	-1	-1	-2	-0.3	x	6.1	-4
COc1cc(OC)c(C(=S)N2CCCC2)cc1OC	0.0	0	-11	2	x	-16	1.0	-13
CC1CN(C(=O)CCC(=O)NCCCc2ccccc2)c2ccccc2O1 (centres undefined)	0.0	-1	-37	-1	-0.6	-4	3.3	-7

(list continues)
SMILES	XiGFP reactiv	DENV2 CPE rescue	INS-1E GSIS act	Casp6 inh	E-selectin induc	RAD54 inh	CFTR F508del cor	RAD52 anneal inh
O=C(COc1ccccc1)NCc1ccco1	-0.1	1	x	2	x	-4	3.8	-3
O=C(CSc1cn(CCNC(=O)c2cccs2)c2ccccc12)NCC1CCCO1 (centres undefined)	-0.3	-1	x	1	0.0	0	1.0	6
C[C@@H]1CN([C@H](C)CO)C(=O)Cc2cc(NS(=O)(=O)c3cccs3)ccc2O[C@H]1CN(C)Cc1ccc(C(=O)O)cc1	0.0	17	26	-1	x	-2	0.2	2
COc1ccc(CNCc2ccc3ccccc3c2)c(OC)c1	0.1	2	-9	-2	1.9	3	-2.1	4
COc1ccc(-n2c(SCC(=O)Nc3ccc(C(=O)O)cc3)nnc2-c2ccccc2)cc1OC	0.1	3	4	-5	x	9	0.7	-7
Cc1cc(C)c2nc(-c3ccncc3)cc(C(=O)N3CCN(Cc4ccccc4Cl)CC3)c2c1	-0.1	-4	-15	1	-0.2	-7	0.2	-30
CCSCc1nnc(SCC(=O)Nc2nc(C)cs2)n1C	0.0	0	-3	4	2.3	x	0.1	-8
O=C(OCC(=O)N1CCCC1)c1cc(Cl)ccc1Cl	0.0	10	3	-1	0.7	-4	-0.8	-3
CCC(C)(C)NC(=O)C(c1ccc(OC)cc1)N(Cc1ccc(OC)cc1)C(=O)CCC(=O)Nc1cc(C)on1 (centres undefined)	0.1	2	-18	8	x	-1	-2.4	-4
C[C@@H]1CN([C@H](C)CO)C(=O)c2cc(NC(=O)C3CC3)ccc2O[C@@H]1CN(C)C(=O)Nc1ccc(C(F)(F)F)cc1	-1.0	4	-13	0	0.2	1	-2.7	3
Cc1ccc(C(=O)NCCCNc2ccccc2[N+](=O)[O-])cc1	0.5	-1	-30	2	-0.1	x	0.0	-3
O=C(/C=C(\Nc1ccc(Cl)c(Cl)c1)c1ccccc1)c1ccccc1	0.1	15	-36	1	1.4	x	3.7	-38
CCOC(=O)c1c(S(=O)(=O)Nc2ccccn2)c(C)n(C)c1C	0.0	2	9	4	x	5	-1.1	-3
O=C(CN1CCOCC1)N[C@@H]1CC[C@H](CCNC(=O)C2CCCC2)O[C@H]1CO	0.0	2	-1	17	-0.1	2	-3.6	2
Cc1cc(C)cc(NC(=O)C2C3C=CC4(O3)C2C(=O)N(CCCN(C)C)C4C(=O)NC2CCCC(C)C2C)c1 (centres undefined)	0.4	-4	1	-46	x	5	1.4	-23
CCC(CO)Oc1cc(NCc2ccc(C(=O)O)cc2)c2ncn(C(C)C)c2c1 (centres undefined)	0.0	0	13	17	0.0	-9	1.4	-19
